# Bioassay records as filed in PubChem BioAssay.
# FEN1 inh – blocks human flap endonuclease 1 | Recombinant FEN1 flap cleavage, fluorescence, 15 min | Potency, µM (titrated, usually from 114 µM), for inactives: at the highest dose activity change, negative = inhibition, hits mostly inhibitors | 390,000 compounds, 0.35% hits; further: nearly all actives have a fitted effect of over 65% in size
# Target sequence (P39748 whole entry, looked up): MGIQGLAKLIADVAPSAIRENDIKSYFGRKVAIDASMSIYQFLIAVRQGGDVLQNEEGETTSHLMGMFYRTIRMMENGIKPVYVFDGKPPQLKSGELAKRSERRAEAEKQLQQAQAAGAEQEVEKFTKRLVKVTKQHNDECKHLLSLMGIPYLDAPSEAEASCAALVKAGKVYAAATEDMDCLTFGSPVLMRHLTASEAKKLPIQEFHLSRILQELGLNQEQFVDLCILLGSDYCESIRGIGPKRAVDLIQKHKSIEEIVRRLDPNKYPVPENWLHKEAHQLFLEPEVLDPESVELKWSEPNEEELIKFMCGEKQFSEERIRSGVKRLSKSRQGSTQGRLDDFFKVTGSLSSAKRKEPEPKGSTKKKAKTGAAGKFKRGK
#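 With each library titrated from low to high concentration, compounds met 10 nM FEN1 for 15 min at room temperature before 50 nM substrate was added; readings at 0 and 15 min fed four-parameter Hill curve fits.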
# TDP1 inh – TDP1 (human) enzyme inhibition | Q9NUW8 | recombinant TDP1, AlphaScreen DNA substrate cleavage | Potency, µM (highest dose often 130 µM), for the others: at the highest dose activity change, negative = inhibition, hits mostly inhibitors | 350,000 compounds, 0.28% hits; further: nearly all actives have a fitted effect of over 40% in size
# Target sequence (Q9NUW8 whole entry, looked up): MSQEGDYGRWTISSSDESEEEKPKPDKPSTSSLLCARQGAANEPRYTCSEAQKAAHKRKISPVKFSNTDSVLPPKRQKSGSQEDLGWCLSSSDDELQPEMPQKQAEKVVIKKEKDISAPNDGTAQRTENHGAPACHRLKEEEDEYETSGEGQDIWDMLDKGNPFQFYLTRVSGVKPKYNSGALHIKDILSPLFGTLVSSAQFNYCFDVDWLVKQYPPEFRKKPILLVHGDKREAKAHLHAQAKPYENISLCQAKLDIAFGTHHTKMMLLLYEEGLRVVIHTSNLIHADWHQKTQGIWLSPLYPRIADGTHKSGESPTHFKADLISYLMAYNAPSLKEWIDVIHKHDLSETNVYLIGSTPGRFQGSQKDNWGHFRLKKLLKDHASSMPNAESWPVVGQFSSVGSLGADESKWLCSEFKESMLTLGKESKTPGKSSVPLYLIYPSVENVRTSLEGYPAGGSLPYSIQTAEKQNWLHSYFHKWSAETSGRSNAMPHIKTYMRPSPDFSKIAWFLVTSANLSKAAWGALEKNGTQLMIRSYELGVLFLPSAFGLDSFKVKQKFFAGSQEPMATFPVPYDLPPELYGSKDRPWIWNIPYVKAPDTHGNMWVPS
#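 Here, a 5' biotin and 3' phosphotyrosine-FITC DNA oligonucleotide reports Tdp1 activity: intact substrate bridges AlphaScreen beads, while cleavage leaves a 3' phosphate and drops signal. All incubations at room temperature.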
# N370S GC mod – inhibitors or activators of N370S glucocerebrosidase for Gaucher disease. AID 2101. 330,000 compounds, 0.092% hits. N370S GC spleen homogenate, 4MU-glucoside fluorescence. Potency, µM (series often up to 59.4 µM), inactives show at the highest dose activity change, negative = inhibition, most hits filed as inhibitors;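 further: 0% = full enzyme activity and -100% = no enzyme basal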
# The depositor's hits bear a star; ? = inconclusive; . = no result given; [ ] = remark or other dose. The call rests on the fitted dose curve; in most records, active means well fitted curve in the direction sought with a large enough effect; inconclusive means small, poorly fitted or top-dose-only effect, or another doubt; inactive means no such curve, though single readings can be large; an effect the other way counts as inactive or inconclusive. Unless noted, on the % scale 0 is the no-effect control and ±100 the full control effect; potency means the concentration at half of the fitted maximal effect.
# Sequence of screens – TDP1 inh	FEN1 inh	N370S GC mod
O=C(N/N=C/c1ccc2c(c1)OCO2)c1ccc(NC(=O)c2ccc(F)cc2)cc1
    -5%	-11%	1%
CCOc1cc(/C=N/NC(=O)C(=O)N/N=C/c2ccc(O)c(OCC)c2)ccc1O
    .	8%	-4%
COc1ccc(C2=NN(C(=O)CSc3nc(=O)n4cc(C)ccc4n3)C(c3ccc(C)cc3)C2)cc1 (stereo not given)
    .	-3%	-10%
CCn1c(=O)c(=O)[nH]c2cc(C(=O)N(C)Cc3ccc(OC)c(F)c3)ccc21
    0%	-6%	-5%
CCOC(=O)C1C2C=CC3(CN(c4ccc(Cl)c(F)c4)C(=O)C13)O2 (stereo not given)
    4%	-4%	5%
O=C(O)c1nn(Cc2nc3ccccc3o2)c(=O)c2ccccc12
    5%[0.0935 µM]	-9%	-2%
CSc1oc(-c2ccccc2)nc1C(N)=O
    4%	10%	3%
Cc1c(C(=O)NCCCN2CCOCC2)oc2c1C1(CCC2)SCCS1
    3%	0%	3%
COc1ccc(OC)c(C2C3=C(CCCC3=O)NC3=C2C(=O)CCC3)c1
    0%	-4%	-7%
Cc1ccc(-c2nc(CS(=O)CC(=O)NC3CCCC(C)C3C)c(C)o2)cc1 (stereo not given)
    4%	-15%	5%
CC(=O)OC[C@@H]1O[C@@H](O/N=C2/C[C@@H](O)[C@@H](O)[C@@H]3[C@@H]4C(=O)N(Cc5ccccc5)C(=O)[C@H]4CC[C@@H]23)[C@H](OC(C)=O)[C@H](OC(C)=O)[C@@H]1OC(C)=O
    6%[21 µM]	.	2%[12.8 µM]
CC(=O)N1CCN(C(=O)c2cc(S(=O)(=O)Nc3ccc(S(C)(=O)=O)cc3)ccc2Cl)CC1
    -11%	3%	6%
Cc1ccc(O)c(NC(=O)CCSc2nc(-c3ccco3)cc(C(F)(F)F)n2)c1
    -5%	-19%	.
O=C(O)/C(=C\c1ccco1)NC(=O)c1ccccc1
    -1%	-4%	1%
COC(=O)COc1ccc(NC(=O)c2ccco2)cc1
    .	2%	6%
CC(C)=C1SC(N2CCN(c3ccc(Cl)cc3)CC2)=NC1=O
    2%	3%	29%
CCCCn1nnnc1NCc1cc(OC)c(OC)c(OC)c1
    1%	0%	6%
COCCCNC(=O)c1ccc(CS(=O)(=O)Cc2cccc(C)c2)o1
    -1%	-6%	3%
CCC(C)n1c(C)nc2c(c1=O)c1nc3ccccc3nc1n2CCC1=CCCCC1 (stereo not given)
    0%	1%	0%
Cc1ccc2c(c1)c(C1=c3ccccc3=NC1=O)c(O)n2C
    .	17%	0%

# Random excerpt: 2 compounds from above
# Sequence of screens – TDP1 inh	FEN1 inh	N370S GC mod
CCCCn1nnnc1NCc1cc(OC)c(OC)c(OC)c1
    1%	0%	6%
CCn1c(=O)c(=O)[nH]c2cc(C(=O)N(C)Cc3ccc(OC)c(F)c3)ccc21
    0%	-6%	-5%

# The listing continues:
# Sequence of screens – TDP1 inh	FEN1 inh	N370S GC mod
c1ccc(C2C3=C(CCCC3)Nc3ncnn32)cc1 (stereo not given)
    6%	0%	7%[2.35 µM]
Cc1cc(NC(=O)C(C)SCC(=O)OCC(=O)N(Cc2ccccc2)C(C)(C)C)no1 (stereo not given)
    2%	-1%	1%
O=C(NCCc1ccncc1)Nc1ccccc1Cl
    4%	-13%	3%
Cc1ccnc(Sc2nc3c(c(=O)[nH]c(=O)n3C)n2CCCc2ccccc2)n1
    1%	4%	?
Cc1cccc(CSC2=NCCN2C(=O)c2ccco2)c1
    2%	10%	6%
COC(=O)c1cc(C(=O)N(Cc2ccccc2)c2ccccn2)cc([N+](=O)[O-])c1
    5%	15%	-7%
COc1ccc(-n2c(SCc3ccccc3)nc3c([nH]c4ccccc43)c2=O)cc1
    7%	-3%	.
COc1ccc(/C=N/Nc2ncnc3c2[nH]c2ccc(C)cc23)c(OC)c1OC
    .	?	11%
COc1cc(-c2noc(-c3ccc(NCc4ccco4)c([N+](=O)[O-])c3)n2)cc(OC)c1OC
    0%	-12%	.
COc1ccccc1N1CCN(C(=O)CSc2nc3ccccc3nc2N2CCC(C)CC2)CC1
    -2%	-19%	-2%
CC(C)(C)C#CCn1c(/C=[N+](\[O-])C2CCCCC2)nc2ccccc21
    .	-19%	0%
Cc1ccccc1-c1nc2scc(CCNC(=O)c3ccco3)n2n1
    4%	-5%	.
CCCCC(=O)N1CCCC(C(=O)OCC)C1 (stereo not given)
    2%	-1%	?
Cc1ccc(C)c(S(=O)(=O)N2CCCC2CNC(=O)C(=O)NCc2ccccc2)c1 (stereo not given)
    -9%[0.505 µM]	-17%	2%
COc1ccc([C@H]2CC(=O)C=C(c3cc(C=O)ccc3OC)C2)cc1OC
    2%	14%	.
COc1ccc(OC)c(NC2c3ncccc3C(=O)N2Cc2ccco2)c1 (stereo not given)
    3%	-4%	-4%
COc1ccc(NC(=O)C2CC(=O)n3c(nc4ccccc43)N2)cc1 (stereo not given)
    -1%	17%	-9%
CCCN(CCC)CCNC(=O)C(NS(=O)(=O)c1ccc2c(c1)CCC(=O)N2)c1ccccc1 (stereo not given)
    0%	4%	4%
Cc1c(C(=O)N2CCNCC2)oc2ccccc12
    .	-8%	-5%
Cc1ccc2c(c1)C1CN(C)CCC1N2CC(=O)N(C)c1ccccc1 (stereo not given)
    -2%	-18%	-3%

# Continued.
# Sequence of screens – TDP1 inh	FEN1 inh	N370S GC mod
O=C(c1ccccc1)c1c[nH]c(C(=O)NCCCN2CCOCC2)c1
    5%	-6%	2%
CSc1ccc(/C=N/NC(=O)c2cccs2)cc1
    1%	11%	-12%
Cc1cccc2c(N=O)c(O)n(CCc3ccccc3)c12
    5%	-9%	0%
CN(C)S(=O)(=O)N(CC(=O)Nc1cccc(F)c1)c1ccccc1
    0%	3%	4%
CCCCn1c(-c2ccc(Br)cc2F)nc2c1c(=O)[nH]c(=O)n2CC(C)C
    .	-26%	?
Cc1ccc(NC(=O)CCn2c(=S)oc3ccccc32)cc1F
    .	0%	-3%
CSCC[C@H](NC(=O)N1CCn2c1nc1ccccc12)C(=O)N[C@H](Cc1ccccc1)C(=O)O
    .	-5%	-2%
COc1cc(C(=O)COC(=O)c2c(C)noc2C)cc(OC)c1OC
    -8%	-2%	.
COC(=O)c1ccc(S(=O)(=O)N2Cc3ccccc3C2)cc1
    1%	4%	-3%
CCCCCNC(=O)c1ccc2c(=O)n(CCCOCC)c(=S)[nH]c2c1
    -5%	-4%	-1%
O=C(Cn1cc(-c2nnnn2-c2ccc(Cl)cc2)c(=O)c2ccccc21)c1ccccc1
    3%	-1%	-1%
Cc1ccc(-n2nc(C)c(C(=O)NCCCN3CCN(c4ccccc4F)CC3)c2-n2cccc2)cc1
    8%	12%	.
CCC(Oc1ccccc1)C(=O)Nc1ccc(S(=O)(=O)NCC2CCCO2)cc1 (stereo not given)
    2%	-3%	3%
CC(=O)Nc1ccc(NC(=O)c2ccc(COc3ccccc3Br)o2)cc1
    .	-11%	-8%
O=C(NCCN1CCOCC1)C12CC3CC(C1)CC(c1ccccc1)(C3)C2
    5%	-3%	?
O=C(Cn1c(=O)n(Cc2nc(-c3ccccc3)no2)c(=O)c2ccccc21)Nc1cccc(C(F)(F)F)c1
    6%	14%	.
Nc1c(N2CCCC2)c2ccccc2oc1=O
    2%	-30%	2%
CCOc1ccc(C(=O)Nc2ccc(NC(=O)c3cccs3)cc2)cc1[N+](=O)[O-]
    -4%	3%	-3%
COc1ccc(C(c2nnnn2C(C)(C)C)N2CCN(C(=O)c3ccco3)CC2)cc1 (stereo not given)
    .	2%	5%
CN(C)S(=O)(=O)c1cc(NC(=O)Cn2ccsc2=N)ccc1Cl
    8%	19%	6%

# Limited to FEN1 inh, for 7 of the compounds above:
SMILES	FEN1 inh
CCCCn1c(-c2ccc(Br)cc2F)nc2c1c(=O)[nH]c(=O)n2CC(C)C	-26%
O=C(NCCN1CCOCC1)C12CC3CC(C1)CC(c1ccccc1)(C3)C2	-3%
O=C(Cn1c(=O)n(Cc2nc(-c3ccccc3)no2)c(=O)c2ccccc21)Nc1cccc(C(F)(F)F)c1	14%
Nc1c(N2CCCC2)c2ccccc2oc1=O	-30%
Cc1cccc2c(N=O)c(O)n(CCc3ccccc3)c12	-9%
Cc1ccc(NC(=O)CCn2c(=S)oc3ccccc32)cc1F	0%
Cc1ccc(-n2nc(C)c(C(=O)NCCCN3CCN(c4ccccc4F)CC3)c2-n2cccc2)cc1	12%

# The results go on.
# Sequence of screens – TDP1 inh	FEN1 inh	N370S GC mod
Cc1ccc(NC(=O)CN(C)S(=O)(=O)c2ccc3nc(C)sc3c2)c(C)c1
    3%	-12%	.
CC(C)(C)[C@@H]1C=C(C(=O)O)[C@H](c2ccc(Cl)cc2)N1S(=O)(=O)c1ccccc1
    3%	9%	.
C=CCN(C(C(=O)OC)C(C)C)S(=O)(=O)CCl (stereo not given)
    3%	-7%	-3%
CC1CCCCC1NC(=O)CN1CCC(NC(=O)c2cccc(F)c2)CC1 (stereo not given)
    8%	-2%	1%
CCOC(=O)CSc1nnc(Cn2nnc(-c3ccccc3)n2)n1CC
    -5%	4%	-8%
O=C(Cc1ccccc1)NCc1n[nH]c(=S)n1-c1ccc(Br)cc1
    0%	-7%	-6%
COc1ccc(CC(NC(C)=O)C(=O)NC2CCN(C(=O)c3ccncc3)CC2)cc1OC (stereo not given)
    .	21%	-4%
COc1ccc(S(=O)(=O)N2CCCOC2CNC(=O)C(=O)NCc2cccnc2)cc1 (stereo not given)
    1%	-5%	3%
Nc1ccc(C(=O)Nc2ccc(Nc3ccncc3)cc2)cc1
    -1%	-8%	29%
O=S(=O)(NC(=S)NC1CCCCC1)c1ccc(Br)cc1
    0%	0%	-10%
C[n+]1ccc(/C=C/c2ccc(Br)cc2)cc1
    -2%	-11%	-8%
O=C(NC12CC3CC(CC(C3)C1)C2)N1CCN(C2CCCCC2)CC1
    -1%	-6%	-10%
CC(=O)c1ccc(N2CCC(C(=O)O)CC2)cc1
    4%	0%	8%
CCC(=O)N1CCN(c2ccc(NC(=O)COc3ccccc3Cl)cc2)CC1
    8%	3%	.
COc1cccc(C2=NOC(C(=O)Nc3ccc(OC)c(OC)c3)C2)c1 (stereo not given)
    2%	6%	22%
CC(OC(=O)/C=C/c1ccccc1)C(=O)N1CCc2ccccc21 (stereo not given)
    .	-4%	-2%
Cc1ccc(C(=O)C(C)OC(=O)Cc2c[nH]c3ccccc23)cc1 (stereo not given)
    .	-15%	-2%
COC(=O)c1ccc(CNC(=O)C2CCC(=O)N(Cc3cccc(F)c3)C2)cc1 (stereo not given)
    1%	-9%	-19%
COc1cccc(N2C(=O)CN(Cc3ccccc3)C2=S)c1
    .	-16%	-11%
Cn1nnnc1SCCNCc1ccc(OCc2ccccc2)cc1
    6%	15%	.

# Later entries.
# Sequence of screens – TDP1 inh	FEN1 inh	N370S GC mod
COCCNC(=O)c1ccc(CSCc2cccc(Cl)c2)o1
    .	-9%	-2%
O=C(C(c1ccccc1)c1ccccc1)N1CCN(c2ccccn2)CC1
    2%	6%	12%
Cc1cccc(OCC(=O)Nc2sc3c(c2C#N)CCC3)c1
    0%	5%	5%
CCCCn1c(N)c(N(CCOC)C(=O)CCC2CCCCC2)c(=O)[nH]c1=O
    1%	-5%	.
COc1ccccc1NS(=O)(=O)c1cc(NC(=O)COc2ccccc2)ccc1N1CCOCC1
    2%	1%	.
O=[N+]([O-])c1cccc(-c2ccc(/C=N/Nc3nc(N4CCCCC4)nc(N4CCCCC4)n3)o2)c1
    9%	0%	6%
Cc1ccc(NC(=O)CSc2ncccn2)cc1S(=O)(=O)N1CCCCC1
    -6%	-2%	-1%
Cc1ccc(SCCC(=O)N(C)CC(=O)Nc2c(C)cccc2C)cc1
    3%	9%	-3%
Cc1nc2c(C#N)c(-c3ccc(Cl)cc3)ccn2n1
    0%	15%	-2%
COc1ccc(CCNC2CC(=O)N(C3CCCCC3)C2=O)cc1OC (stereo not given)
    -5%	0%	25%

# Another view of some results above:
smiles	TDP1 inh	FEN1 inh	N370S GC mod
CCn1c(=O)c(=O)[nH]c2cc(C(=O)N(C)Cc3ccc(OC)c(F)c3)ccc21	0%	-6%	-5%
CCOC(=O)C1C2C=CC3(CN(c4ccc(Cl)c(F)c4)C(=O)C13)O2 (stereo not given)	4%	-4%	5%
O=C(O)c1nn(Cc2nc3ccccc3o2)c(=O)c2ccccc12	5%[0.0935 µM]	-9%	-2%
CSc1oc(-c2ccccc2)nc1C(N)=O	4%	10%	3%
